VIM-2 inhibitor = VIM-2 metallo-beta-lactamase inhibitors, primary screen, biochemical, epi-absorbance readout, Pseudomonas aeruginosa enzyme; purified VIM-2, nitrocefin hydrolysis, epi-absorbance fluorescence; actives 0.89% (n = 290,000); inhibition, % at 5.6 µM;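 active means inhibition above the mean of all tested compounds plus 3 SD, cutoff set per screening run, cut at about 7.5% in these data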;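 further: red hydrolysis product quenches plate fluorescence so inhibitors raise well fluorescence; 0% = enzyme with DMSO and 100% = DMSO without enzyme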
GPR7 antagonist = GPR7 receptor antagonists, primary screen, cell-based, fluorescence, single concentration. GPR7-expressing cells, fluorescence antagonist assay. inhibition, % at 4.4 µM. actives 1.1% (n = 290,000); in the data active means inhibition above about 16%, passing the limit was not always enough;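 further: cells stimulated with the agonist NPW; 0% = agonist with vehicle and 100% = vehicle without agonist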
HCV NS3 hel inh = inhibitors of HCV NS3 helicase, primary screen, biochemical, Cy5 molecular beacon fluorescence; NS3 helicase DNA unwinding; Hepatitis C virus NS3 helicase; actives 0.56% (n = 290,000); inhibition, % at 10.9 µM; AID 1800, 2009;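 active means inhibition above the mean of all tested compounds plus 3 SD, set per campaign, cut at about 35% in these data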;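 further: 0% = DMSO wells and 100% = thioflavine S control wells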
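Measured by: Cy5 fluorescence, 0 and 60 min reads / Assay system: NS3 helicase fragment of HCV / Control set: low DMSO, high thioflavine S at 110 µM / Times: 1 h reaction at 25 °C, ATP-initiated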
IMP-1 inh = IMP-1 metallo-beta-lactamase inhibitors, primary screen, biochemical, epi-absorbance readout, Pseudomonas aeruginosa enzyme; actives 0.45% (n = 290,000); inhibition, % at 5.6 µM; metallo-beta-lactamase IMP-1 (Pseudomonas aeruginosa); AID 1556, 2009; purified IMP-1, nitrocefin hydrolysis, epi-absorbance fluorescence;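 active means inhibition above the mean plus 3 SD of all compounds in the same screening run, cut at about 4.5% in these data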;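 further: 0% = IMP-1 with DMSO and 100% = DMSO wells lacking enzyme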
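system = purified recombinant IMP-1 beta-lactamase | amount = 0.2 nM IMP-1, as dispensed | medium = HEPES buffer pH 7.1 with ZnSO4 and Brij 35 | times = 25 °C, 15 min preincubation, 25 min reaction | detection = plate fluorescence quenching by hydrolysis product, ex 480/em 530 nm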
PHOSPHO1 inh = PubChem AID 1565; actives 1.1% (n = 290,000); inhibition, % at 13.3 µM; Phosphoethanolamine/phosphocholine phosphatase (Homo sapiens), Q8TCT1; recombinant PHOSPHO1, absorbance phosphatase assay; in the data active means inhibition above about 60%
Target sequence (Q8TCT1 whole entry, looked up): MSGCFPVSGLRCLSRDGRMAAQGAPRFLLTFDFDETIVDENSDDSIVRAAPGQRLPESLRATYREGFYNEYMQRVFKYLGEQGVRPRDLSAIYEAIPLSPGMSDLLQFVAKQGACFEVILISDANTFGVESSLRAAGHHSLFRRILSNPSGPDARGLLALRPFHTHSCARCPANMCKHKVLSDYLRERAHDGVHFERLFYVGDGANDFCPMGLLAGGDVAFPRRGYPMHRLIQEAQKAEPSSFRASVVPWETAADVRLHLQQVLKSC
GalR3 antag = GalR3 antagonists in HEK293 cells, primary screen, cell-based, fluorescence readout; Galanin receptor type 3 (Homo sapiens), O60755; actives 0.44% (n = 360,000); HEK293 GalR3-CNG cAMP membrane potential fluorescence; galR3 body fused to GalR1 C-terminus; inhibition, % at 3 µM; AID 651719, 2012;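 active means inhibition above the screen-wide average plus 3 SD, cut at about 13% in these data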;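 further: forskolin and galanin both at EC90 stimulate the cells; cAMP rise reported by CNG channel membrane potential dye signal; 0% = forskolin plus galanin with DMSO and 100% = forskolin alone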
Target sequence (O60755 1-299 limits assumed): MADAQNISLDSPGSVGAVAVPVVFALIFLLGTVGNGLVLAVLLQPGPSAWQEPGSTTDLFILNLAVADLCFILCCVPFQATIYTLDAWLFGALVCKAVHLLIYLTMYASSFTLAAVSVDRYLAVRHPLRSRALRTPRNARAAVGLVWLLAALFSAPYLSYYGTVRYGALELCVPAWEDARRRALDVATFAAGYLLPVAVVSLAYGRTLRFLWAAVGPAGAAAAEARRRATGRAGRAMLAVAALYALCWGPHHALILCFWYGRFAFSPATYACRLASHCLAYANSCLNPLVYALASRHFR
FID counter = compounds displacing fluorescent DNA intercalator, primary screen, artefact control for HCV NS3 helicase inhibitor project, biochemical, FID fluorescence; AID 1845, 2009; inhibition, % at 7.9 µM; DNA fluorescent intercalator displacement; actives 0.17% (n = 290,000); in the data active means inhibition above about 37%;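 further: 0% = vehicle and 100% = reference compound; higher means more ethidium bromide displaced from hairpin DNA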
V1aR counter = agonists of human V1a receptor, primary screen, counter-screen for OXTR agonist project, fluorescence, CHO-V1R cells; Vasopressin V1a receptor (Homo sapiens), P37288; Fluo-8 calcium fluorescence, agonist mode; 0% DMSO, 100% 3 nM vasopressin; activation, % at 3 µM; actives 0.25% (n = 320,000); AID 2797, 2010;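 active means activation above the mean activation of all tested compounds plus 3 SD, per screening run, cut at about 20% in these data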;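 further: signal is peak over basal fluorescence ratio across a 100 second FLIPR read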
Target sequence (P37288 whole entry, looked up): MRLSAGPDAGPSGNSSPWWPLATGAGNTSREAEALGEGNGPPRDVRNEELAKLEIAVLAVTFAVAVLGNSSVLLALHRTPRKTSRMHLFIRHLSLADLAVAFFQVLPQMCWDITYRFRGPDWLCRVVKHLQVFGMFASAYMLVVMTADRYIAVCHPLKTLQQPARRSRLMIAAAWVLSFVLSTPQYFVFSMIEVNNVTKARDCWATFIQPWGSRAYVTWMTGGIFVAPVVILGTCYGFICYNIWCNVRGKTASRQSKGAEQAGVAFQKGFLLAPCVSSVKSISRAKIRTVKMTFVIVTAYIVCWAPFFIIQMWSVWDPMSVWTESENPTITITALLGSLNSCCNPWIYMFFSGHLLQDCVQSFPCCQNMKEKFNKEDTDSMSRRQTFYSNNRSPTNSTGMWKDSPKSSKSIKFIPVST
OXTR agonist = human OXTR agonists, primary screen, fluorescence, CHO-OTR cells, Fluo-8 calcium | Oxytocin receptor (Homo sapiens), P30559 | Fluo-8 calcium fluorescence; normalized: DMSO 0%, oxytocin 100% | activation, % at 3 µM | actives 0.32% (n = 320,000) | AID 2435, 2010;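 active means activation above the mean of all tested compounds plus 3 SD, cutoff set per screening run, cut at about 20% in these data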;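 further: peak over basal fluorescence ratio from a 100 s FLIPR kinetic read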
Starred values were filed as active, the others as inactive; · = not tested or not shown. Rows were taken by chance; overall some 4.3% were active at least once.

SMILES	VIM-2 inhibitor	GPR7 antagonist	HCV NS3 hel inh	IMP-1 inh	PHOSPHO1 inh	GalR3 antag	FID counter	V1aR counter	OXTR agonist
CCN=C1S/C(=C\c2ccc(N3CCOCC3)cc2C)C(=O)N1CC	-1.1	-11	3	-4.4	12	1	-7	-0.5	-0.4
Cc1cc(NC(=O)CSc2nnc(-c3ccccc3Cl)o2)no1	-0.3	-8	1	-3.0	40	-3	-12	-0.2	0.2
CCOc1ccc(CN2CCN(S(=O)(=O)c3ccc(NC(C)=O)cc3)CC2)cc1OC	-3.8	-8	-3	-3.0	16	-1	-3	1.5	2.1
CCOc1ccccc1N(C)C(=O)C1CCN(S(=O)(=O)c2cccc3nonc23)CC1	-1.8	0	-3	-1.9	14	1	-33	1.1	-0.5
Cc1c(NC(=O)c2ccc(F)cc2)c(=O)n(-c2ccccc2)n1C	-4.6	3	-2	-2.2	-3	4	-1	0.7	0.7
CCOc1cc(NC(=S)Nc2cccc(OC)c2)c(OCC)cc1NC(=O)c1ccc(C)cc1	-4.0	-16	6	0.1	40	-5	3	-0.2	-0.8
C=C1CCC[C@]2(C)C[C@H]3OC(=O)C(CN4CCOCC4)[C@H]3C[C@@H]12 (stereo not given in full)	-3.0	-4	18	-2.2	35	-7	-23	0.6	-1.1
CC(=O)Nc1ccc(S(=O)(=O)NC2(C(F)(F)F)NC(=O)N(c3ccc(Cl)cc3)C2=O)cc1 (stereo not given)	1.3	-10	3	-2.5	5	-2	-5	-0.2	-0.2
Cc1ccc(-c2nnn(CC(=O)N3C(C)CCCC3C)n2)cc1 (stereo not given)	-0.5	-19	-3	-3.4	24	-7	-32	-0.4	-1.4
COc1c(Cl)cc(Cl)cc1C(=O)Nc1ccccc1N1CCN(C(C)=O)CC1	-2.0	-2	2	-2.8	·	1	-10	0.2	0.2
CC(C)C[C@H](NC(=O)c1[nH]cnc1C(=O)N[C@H](C)c1ccccc1)C(=O)OC(C)(C)C	-4.7	-45	-18	-4.2	30	-6	-41	-1.3	-2.6
COc1cc(C(CCN2CCN(c3ccccc3)CC2)c2c(OC)cc(OC)c3ccc(=O)oc23)cc(OC)c1OC (stereo not given)	·	·	·	·	36	0	·	-1.1	22*
Nc1n[nH]c2ccccc12	-2.7	-11	4	-2.4	58	-5	-4	0.2	-0.7
CCCC(=O)c1ccc(-c2ccccc2)cc1	-1.2	9	4	-1.8	25	-1	0	0.5	1.8
CN1CCN(NC(=O)c2cc(-c3cccc(Cl)c3)nc3ccccc23)CC1	-3.5	1	-29	-0.8	-8	-6	8	1.5	4.8
Cc1ccc(N(CCC#N)C(=O)CSc2ccc3c(c2)OCCO3)cc1	-1.9	-8	3	-2.0	-8	-5	-28	2.3	0.5
CSCCC(NC(=O)c1ccc(Cl)cc1)C(=O)OCC(=O)Nc1cc(Cl)ccc1C (stereo not given)	1.1	2	-6	-3.4	7	-3	-14	0.6	-2.0
CC(=O)c1c(C)[nH]c(C(=O)Nc2ccccc2N2CCOCC2)c1C	-2.3	-10	-2	-2.2	13	-3	-6	0.9	-1.1
Cc1ccc(C(=O)Nc2sc(C)c(-c3ccccc3)c2C(N)=O)cc1[N+](=O)[O-]	-3.1	16	-5	-3.7	54	-4	1	1.2	0.0
COc1cc(OC)cc(C(=O)Nc2cc(C)on2)c1	-0.7	-10	1	-2.0	·	-5	-2	0.5	-1.0
O=C(Cn1c(=O)oc2cc(S(=O)(=O)N3CCCC3)ccc21)N1CCN(C2CCCCC2)CC1	-2.5	-5	4	-4.2	-3	0	6	-0.5	-0.2
CC1=C(c2ccc(C)cc2)S(=O)(=O)N(CC(=O)O)C1=O	0.6	-3	2	-3.0	-11	-4	-4	0.2	0.3
Oc1ccc(C[C@@H]2CNC(=S)N2CCc2cc(C(F)(F)F)cc(C(F)(F)F)c2)cc1	·	·	·	·	13	-8	·	0.2	0.2
COc1nc2ccccc2c(=O)n1OCC(C)C	-1.7	-19	0	0.2	-14	3	0	-1.6	-1.6
COc1ccc(-c2coc3cc(O)ccc3c2=O)cc1OC	1.5	0	-7	1.7	8	-1	-1	0.8	1.6
Cn1c(SCC(=O)Nc2nccs2)nnc1-c1ccco1	-2.8	-10	2	-4.5	-26	-4	-4	0.1	0.2
O=C(O)c1[nH]c2ccccc2c1C(c1ccccc1)c1c(C(=O)O)[nH]c2ccccc12	-2.0	-5	-31	-4.0	·	-12	-26	0.0	-0.3
CCCSc1nnc(CNS(=O)(=O)c2ccc(C)cc2)n1C	-1.9	-13	7	-3.3	53	-4	-7	-0.7	-1.1
CC(NC(=O)CCCc1nnc2n(C)c(=O)c3sccc3n12)c1ccccc1 (stereo not given)	1.4	-4	13	-2.5	43	0	-25	-0.1	0.0
O=C(Cc1c(Cl)cccc1Cl)Nc1ccncc1	-2.4	2	-3	-2.7	17	0	-3	·	·
O=C(c1cc([N+](=O)[O-])cc([N+](=O)[O-])c1)N1CCCc2ccccc21	-3.3	-4	-7	-3.8	-7	-9	5	-0.6	-2.1
O=C(COc1cccc2c1CCN(Cc1ccccc1)C2=O)NCc1ccco1	0.3	4	1	-0.2	2	-5	-28	1.9	-1.2
Cc1sc2ncnc(SCC(=O)c3cccs3)c2c1C	0.9	-12	1	-2.1	16	-4	2	4.5	4.1
COc1cccc(-c2nc(C=O)cs2)c1	0.3	-5	5	-1.5	2	-6	8	-1.0	-1.1
COc1cccc2cc(/C(C)=N/Nc3nc(-c4cc(C)ccc4C)cs3)c(=O)oc12	-3.6	-13	28	-4.3	33	-3	-8	-1.0	-0.1
COC(=O)c1ccc(NS(=O)(=O)c2cc(-c3cc(C)no3)ccc2OC)cc1	-0.7	4	-9	-3.1	22	0	-12	1.3	1.4
Cc1ccc(NC(=O)CC2C(=O)OCC3CCCCN32)cc1Cl (stereo not given)	-1.1	0	-4	-2.3	11	-4	-4	4.5	1.2
COc1nc(C)cc(C)c1S(=O)(=O)c1ccc(Cl)cc1	-1.7	-3	10	-2.6	15	-14	-21	-2.0	-1.7
C[C@H](NC(=O)C1CCN(S(=O)(=O)c2ccccc2)CC1)C(=O)NCc1ccco1	0.7	-1	1	-0.8	54	-5	-4	0.7	1.4
O=C(Nc1ccc2c(c1)OCO2)C1CCCCN1S(=O)(=O)c1ccccc1 (stereo not given)	0.1	8	-1	-3.2	31	-2	-12	0.2	0.0

A few values from the results shown:
CCCC(=O)c1ccc(-c2ccccc2)cc1 in V1aR counter: 0.5
O=C(Cc1c(Cl)cccc1Cl)Nc1ccncc1 in PHOSPHO1 inh: 17
Cn1c(SCC(=O)Nc2nccs2)nnc1-c1ccco1 in IMP-1 inh: -4.5

In another format: two of the compounds above.
Fields: VIM-2 inhibitor	GPR7 antagonist	HCV NS3 hel inh	IMP-1 inh	PHOSPHO1 inh	GalR3 antag	FID counter	V1aR counter	OXTR agonist
- O=C(c1cc([N+](=O)[O-])cc([N+](=O)[O-])c1)N1CCCc2ccccc21
  -3.3	-4	-7	-3.8	-7	-9	5	-0.6	-2.1
- O=C(COc1cccc2c1CCN(Cc1ccccc1)C2=O)NCc1ccco1
  0.3	4	1	-0.2	2	-5	-28	1.9	-1.2

Next part
SMILES	VIM-2 inhibitor	GPR7 antagonist	HCV NS3 hel inh	IMP-1 inh	PHOSPHO1 inh	GalR3 antag	FID counter	V1aR counter	OXTR agonist
CC[n+]1c(/C=C/c2c[nH]c3ccccc23)ccc2cc(C)ccc21	5.7	39*	-47	-0.6	-74	-10	-4	·	·
CC(=O)Nc1ccc(Nc2ncnc3c2nnn3Cc2ccccc2Cl)cc1	-2.1	-1	0	-2.6	23	-12	-20	·	·
CC(=O)Cc1nsc(NC(=O)c2ccco2)n1	-2.9	-7	-4	-2.9	-25	1	4	5.7	0.0
COc1ccc(NC(=O)CSc2nc3n[nH]c(C)c3c(=N)n2-c2ccc(Cl)c(C)c2)cc1OC	-1.7	-5	-32	-1.8	38	·	-31	-1.2	-2.1
C=CCSC1=N/C(=C\c2cc(OCC)c(OC(C)=O)c([N+](=O)[O-])c2)C(=O)S1	0.5	2	50*	0.6	7	-1	-24	0.6	0.2
Cc1ccc(C(=O)N/C(=C\c2ccc(-c3cc(Cl)ccc3Cl)o2)C(=O)NCc2cccnc2)cc1	-3.7	-8	-11	-3.0	30	0	-2	0.5	-0.4
Cc1[nH]c2ccccc2c1CN1CCc2ccccc2C1	-1.2	-6	-6	-2.4	0	-5	1	0.7	0.5
C[C@@H]1NC(=O)N(CCCn2ccnc2)C1=O	1.4	-1	19	0.9	36	-9	-6	0.8	-0.4
O=C(Nc1ccc(Cl)cc1)N1CCCN(Cc2ccc(F)cc2)C1	-3.0	88*	-22	-1.8	-9	-7	25	1.9	3.4
CCOC(=O)c1cnc2ccc(C(=O)OC)cc2c1NCCc1ccc(OC)c(OC)c1	-4.7	-3	6	-2.4	1	3	-4	-0.3	-0.8
O=C(CN1C(=O)CCC1=O)Nc1nc(-c2cccs2)cs1	-2.1	1	-3	-1.7	-6	-1	-1	0.6	-0.2
CCS(=O)(=O)N1CCN(C2CCC(C)CC2)CC1 (stereo not given)	-1.4	-1	1	-2.5	1	-4	8	0.5	0.2
O=C(CN1C(=O)c2ccccc2C1=O)Nc1cccc2cccnc12	-1.4	2	-1	-0.3	7	2	0	0.3	-0.6
CS(=O)(=O)N(CC(=O)NC1CCCCC1)c1cccc(Cl)c1	-2.8	-4	-1	-1.8	-6	1	-6	-0.2	-0.5
Cc1c(-n2cccc2C=O)cccc1[N+](=O)[O-]	-1.6	-6	0	-1.4	56	2	2	0.8	1.2
Cc1ccc(-c2cc(C(=O)N3CCC(C)CC3)c3ccccc3n2)cc1	-3.6	-3	-7	-1.6	22	-6	-47	·	·
CO/N=C/c1cccn1-c1nccc(OC)c1C#N	-1.4	-1	4	-0.9	7	-7	-4	0.7	1.8
O=C(O)c1cccc(-n2nnnc2SCc2ccccc2Cl)c1	-0.7	-1	-22	-1.6	24	-5	-20	0.6	0.2
CC(NCCC(c1ccccc1)c1ccccc1)c1ccccc1 (stereo not given)	-0.6	28*	-76	-1.4	-21	-5	20	5.4	8.8
CCOC(=O)CC1C(=O)NCCN1c1nc2c(C)cccn2c(=O)c1/C=C1\SC(=S)N(CC(C)C)C1=O (stereo not given)	-0.3	-5	-11	-2.3	28	·	-6	·	·
CCn1c(SCc2nc3ccccc3c(=O)[nH]2)nnc1-c1ccncc1	-2.6	-9	-2	-4.5	26	-2	-6	-0.7	-0.2
Cc1cccc(C(=O)N2CCCC(CCC(=O)N3CCN(c4ccccn4)CC3)C2)c1C (stereo not given)	-1.1	10	4	-0.8	38	2	-53	6.8	2.6
COc1ccc(C(=O)NCc2nnc(SCC(=O)NCc3ccco3)o2)cc1	-0.5	12	25	1.0	19	3	-11	0.7	0.7
